Screens as filed in PubChem BioAssay.
PAFAH2 inh = PAFAH2 enzyme inhibitors, primary screen, biochemical, fluorescence polarization, human; Platelet-activating factor acetylhydrolase 2, cytoplasmic (Homo sapiens), Q99487; recombinant PAFAH2, FP-rhodamine activity probe; inhibition, % at 3.39 µM; actives 0.99% (n = 340,000); AID 492956, 2010;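 active = inhibition above the mean over all tested compounds plus 3 SD, cut at about 30% in these data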;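 also: inhibitors block probe labeling of enzyme so polarization drops; 0% = enzyme with DMSO and 100% = wells lacking PAFAH2 protein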
pPAFAH inh = pPAFAH enzyme inhibitors, primary screen, biochemical, fluorescence polarization, human; Platelet-activating factor acetylhydrolase (Homo sapiens), Q13093; recombinant pPAFAH, FP-rhodamine probe fluorescence polarization; inhibition, % at 3.39 µM; actives 1.5% (n = 330,000);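 active = inhibition above the mean inhibition across the screen plus 3 SD, cut at about 25% in these data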;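 also: inhibitors block binding of the rhodamine activity-based probe so polarization drops; 0% = enzyme with DMSO and 100% = wells lacking pPAFAH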
Target sequence (Q13093 whole entry, looked up): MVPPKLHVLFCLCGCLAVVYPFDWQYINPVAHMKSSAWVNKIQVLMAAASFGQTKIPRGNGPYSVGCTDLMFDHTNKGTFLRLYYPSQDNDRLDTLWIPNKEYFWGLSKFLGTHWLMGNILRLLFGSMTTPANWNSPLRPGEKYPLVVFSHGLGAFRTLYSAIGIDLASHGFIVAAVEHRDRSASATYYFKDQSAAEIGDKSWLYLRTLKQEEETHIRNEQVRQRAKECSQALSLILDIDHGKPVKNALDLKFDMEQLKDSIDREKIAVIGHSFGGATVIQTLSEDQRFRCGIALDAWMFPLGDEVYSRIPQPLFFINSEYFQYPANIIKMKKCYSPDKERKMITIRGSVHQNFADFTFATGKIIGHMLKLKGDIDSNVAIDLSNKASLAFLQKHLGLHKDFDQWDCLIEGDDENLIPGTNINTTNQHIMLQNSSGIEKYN
LYPLA1 inh = LYPLA1 inhibitors, primary screen, counter-screen for PME1 inhibitor project, biochemical, fluorescence polarization, FP-Rh probe ABPP; AID 2174, 2009; recombinant LYPLA1; actives 0.16% (n = 320,000); inhibition, % at 5.9 µM;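 active = inhibition above the mean of all tested compounds plus 3 SD, set per campaign, cut at about 14% in these data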;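 also: inhibitors block serine hydrolase probe labeling of LYPLA1 so polarization falls; 0% = enzyme with DMSO and 100% = wells lacking LYPLA1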
PAFAH1B3 FP inh = PAFAH1B3 enzyme inhibitors, primary screen, biochemical, fluorescence polarization, human; Platelet-activating factor acetylhydrolase IB subunit alpha1 (Homo sapiens), Q15102; recombinant PAFAH1B3, FP-rhodamine probe; inhibition, % at 3.39 µM; actives 0.28% (n = 340,000); AID 492972, 2010;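 active = inhibition above the screen-wide average of all tested compounds plus 3 SD, cut at about 25% in these data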;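 also: 0% = enzyme with DMSO only and 100% = wells lacking PAFAH1B3 protein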
Target sequence (Q15102 whole entry, looked up): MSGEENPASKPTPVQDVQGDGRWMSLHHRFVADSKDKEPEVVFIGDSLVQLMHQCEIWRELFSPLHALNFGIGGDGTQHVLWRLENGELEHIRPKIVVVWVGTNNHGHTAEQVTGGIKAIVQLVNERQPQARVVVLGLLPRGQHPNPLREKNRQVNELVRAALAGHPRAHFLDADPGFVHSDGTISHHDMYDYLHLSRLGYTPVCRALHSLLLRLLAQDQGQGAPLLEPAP
ZTA DNA inh = blocks Epstein-Barr virus ZTA, an EBNA-1 counter-screen; inhibition, % at 11 µM; P03206; actives 0.15% (n = 320,000); ZTA-DNA binding, fluorescence polarization; in the data active = inhibition above about 33%
PAFAH1B2 FP inh = PAFAH1B2 enzyme inhibitors, primary screen, biochemical, fluorescence polarization, human; Platelet-activating factor acetylhydrolase IB subunit alpha2 (Homo sapiens), P68402; recombinant PAFAH1B2, FP-rhodamine activity probe; inhibition, % at 3.39 µM; actives 1.2% (n = 340,000); AID 492953, 2010;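 active = inhibition above the mean of all tested compounds plus 3 SD, cut at about 24% in these data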;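 also: 0% = enzyme with DMSO and 100% = wells lacking PAFAH1B2; many of its hits are not listed in these tables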
LYPLA2 inh = LYPLA2 inhibitors, primary screen, counter-screen for PME1 inhibitor project, biochemical, fluorescence polarization, FP-Rh probe ABPP. Acyl-protein thioesterase 2 (Homo sapiens), O95372. recombinant LYPLA2. inhibition, % at 5.9 µM. actives 0.38% (n = 320,000). AID 2177, 2009;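 active = inhibition above the screen-wide mean plus 3 SD, limit set per campaign, cut at about 26% in these data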;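 also: 0% = LYPLA2 with DMSO and 100% = wells lacking LYPLA2 enzyme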
Target sequence (O95372 whole entry, looked up): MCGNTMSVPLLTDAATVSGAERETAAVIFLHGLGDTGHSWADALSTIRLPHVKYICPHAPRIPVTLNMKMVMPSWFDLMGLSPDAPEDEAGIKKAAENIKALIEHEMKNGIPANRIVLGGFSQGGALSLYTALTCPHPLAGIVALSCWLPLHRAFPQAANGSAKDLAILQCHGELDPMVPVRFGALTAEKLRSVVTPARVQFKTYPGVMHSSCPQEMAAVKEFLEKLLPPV
PREPL inhibitor = PREPL enzyme inhibitors, primary screen, biochemical, fluorescence polarization; actives 0.68% (n = 320,000); Prolyl endopeptidase-like (Homo sapiens), Q4J6C6; inhibition, % at 5.96 µM; recombinant PREPL, fluorescence polarization activity-based probe; in the data active = inhibition above about 43%;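 also: 0% = enzyme with DMSO and 100% = wells lacking enzyme; many of its hits are not listed in these tables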
EBNA-1 inh = EBNA-1 DNA-binding inhibitors, primary screen, biochemical, fluorescence polarization | AID 1950, 2009 | inhibition, % at 14.8 µM | actives 0.34% (n = 300,000); in the data active = inhibition above about 28%
* hit, by the source's call; nt = no result given. The list is partial, so the mix of outcomes need not match the whole.

SMILES	PAFAH2 inh	pPAFAH inh	LYPLA1 inh	PAFAH1B3 FP inh	ZTA DNA inh	PAFAH1B2 FP inh	LYPLA2 inh	PREPL inhibitor	EBNA-1 inh
COc1ccc(C(N)=O)cc1NC(=O)c1cccc(F)c1	-2	-1	4	-2	19	-3	2	15	-12
C=CCN(c1nc(C)cc(OC)n1)S(=O)(=O)c1ccc(C)cc1	-4	0	2	-9	3	1	2	13	-9
COc1cccc(OC)c1C1=NC(C)(C)CO1	-8	2	1	7	0	2	6	-1	3
COc1ccc(/C=C2\SC(=O)N(CCCC(=O)Nc3cc(Cl)ccc3C(=O)O)C2=O)cc1	3	-4	nt	2	nt	38*	nt	-6	nt
COc1ccc(C2CC(c3cccs3)n3nc(N)nc3N2)cc1 (stereo not given)	1	0	1	2	7	4	7	41	-11
CCOc1ccccc1N1CCN(CC(O)COC2CCCc3ccccc32)CC1 (stereo not given)	-8	3	-1	3	9	1	1	17	16
COc1ccccc1NC(=O)c1ccc(NC(=O)COC(=O)c2cccnc2Cl)cc1	16	3	nt	4	nt	-1	nt	1	nt
CCOC(=O)C(=O)Nc1nc(-c2ccccc2)c(CC)s1	3	-1	1	2	-16	23	-6	0	3
Cc1nc2ccc(Br)cc2c(=O)n1Cc1cccs1	1	-13	-5	8	-3	0	-2	6	-7
O=C(COC(=O)COc1cccc(F)c1)Nc1nc2ccccc2s1	5	2	nt	1	nt	6	nt	0	nt
Cn1c(C(=O)NCCCN2CCN(c3ccccc3F)CC2)cc2c(=O)n(C)c3ccccc3c21	-2	-6	-1	2	-11	4	-2	-41	-3
CN1CCC(=O)N(CCOc2ccccc2)CC1	2	0	3	3	5	-5	-6	16	-8
CSc1ccc(NC(=O)NCCN2CCc3ccccc3C2)cc1	-2	7	1	2	8	4	8	23	3
Cc1ccc(S(=O)(=O)N2CC(=NO)C2)cc1	1	-2	-4	-2	-2	1	1	4	1
Cc1ccc(/C=C/C(=O)NC2=NCCS2)cc1	-8	2	-7	0	5	0	1	7	6
Cc1ccc(Cc2nnc(SCC(=O)Nc3ccccc3C)[nH]c2=O)cc1	7	0	1	6	1	12	7	-7	2
COc1ccc(CC(=O)N2CCC(CCC(=O)Nc3ccccc3)CC2)cc1	1	4	3	9	-21	4	4	6	-1
CCc1nc(SCC(=O)Nc2cc(OC)ccc2OC)c2c(C)c(C)sc2n1	-3	-4	1	7	-1	1	1	-2	-2
COc1ccc(OC)c(CNS(=O)(=O)c2cc(CN3C(=O)c4cccnc4C3=O)ccc2OC)c1	9	2	3	4	7	6	3	-6	3
O=C(/C=C/c1ccccc1F)c1ccoc1	6	0	2	10	-6	1	7	4	0
CCN(CC)CCN1C(=O)C(=O)/C(=C(/O)c2c(C)[nH]c(C(=O)OC)c2C)C1c1ccco1 (stereo not given)	-2	0	-4	6	-14	7	6	6	-1
CC(C)C(NC(=O)/C(=C\c1ccco1)NC(=O)c1ccco1)C(=O)O (stereo not given)	-2	4	-2	1	-4	-2	-5	4	5
O=C(N/N=C\c1cc(Br)ccc1O)c1ccc(S(=O)(=O)N2CCCCC2)cc1	1	19	-8	6	22	2	-5	4	7
O[C@@H]1C2CCCC1[C@]1(O)CCCCC1C2 (stereo not given in full)	-1	8	1	-10	-2	22	2	-9	-13
COc1ccc(C)cc1NC(=O)c1nn(-c2ccccc2)cc1OC	-6	-11	-17	0	10	1	-21	-1	2
Cc1ccc2[nH]c(=O)c(CN(CC3COCCO3)C(=O)Nc3ccccc3C)cc2c1 (stereo not given)	-3	0	3	-8	7	-1	2	7	-3
Cc1ccc(NC(=S)NNC(=O)c2nnn(-c3ccccc3)c2C)cc1	6	3	-1	12	0	4	5	-3	1
COc1ccc(-c2nnc(SC(C)C(=O)Nc3nccs3)n2Cc2ccccc2)cc1OC (stereo not given)	-5	3	1	3	-11	-2	3	9	2
COc1cc2cc(CCCOC(=O)c3cccc(Br)c3)oc(=O)c2cc1OC	-6	3	4	10	3	2	12	10	nt
COc1ccc2[nH]c(C(=O)N(C)Cc3ccccc3)c(C)c2c1	-3	-3	4	1	-1	10	-1	-2	-2
Cc1[nH]n(-c2ccccc2)c(=O)c1/C=N/c1nn[nH]n1	nt	-3	-1	nt	-1	nt	5	0	-7
CC(C)(C)n1nc2c(c1NC(=O)Cc1ccc(Cl)cc1)CS(=O)(=O)C2	-1	0	1	5	12	4	2	12	-2
CC(C)=CCc1c(-c2ccc(O)cc2O)oc2cc3c(c(O)c2c1=O)C=CC(C)(C)O3	nt	0	-14	nt	-15	nt	-27	8	-26
CC1CCN(c2ccc(N3C(=O)C4CCCCC4C3=O)cc2[N+](=O)[O-])CC1 (stereo not given)	1	3	0	0	-5	-3	-5	2	-2
Cc1ccc(CCN2CC(C(=O)NCCc3ccccc3)CC2=O)cc1 (stereo not given)	-18	3	-3	9	-8	8	-5	2	-13
COc1ccc(S(=O)(=O)NCc2ccccn2)cc1OC	6	6	-4	-5	-1	-1	1	2	2
O=C(/C=C/c1ccc(Br)cc1)NC(=S)N1CCOCC1	-1	-1	-2	7	12	8	5	5	3
COc1ccc(CCNC(=O)C(C)SCc2ccccc2)cc1 (stereo not given)	4	0	1	14	12	11	0	-9	6
COc1cc(OC)cc(C(=O)Nc2ncc3c(n2)CC(C)CC3=O)c1 (stereo not given)	-7	4	0	-1	-2	6	0	0	0
Cn1nccc1C(=O)N(CCN1CCCCC1)CC1CCCN(C2CCCC2)C1 (stereo not given)	0	1	-4	2	2	5	-2	1	-1
O=S(=O)(NC1CCCCC1)c1ccc(Cl)nc1	-3	5	-1	8	4	3	-2	-2	0
O=C(OCC(=O)N1CCN(c2ccccc2)CC1)c1cccs1	6	2	-3	2	7	4	2	-6	11
Cc1cccc(-n2c3nc(=O)[nH]c(=O)c-3cc3c(C)nn(-c4ccccc4)c32)c1	nt	4	1	nt	8	nt	7	4	2
CC(C)NC(=O)CCCc1ccccc1	-6	2	-1	-1	-3	3	4	2	-3
Cc1ccc(S(=O)(=O)Nc2ccccc2/C=N/c2nc3ccccc3n2C)cc1	1	4	-2	-2	6	6	5	-1	1
CC(=O)Nc1ccc(S(=O)(=O)N2CCC(C(=O)O)CC2)cc1	-6	-1	3	8	1	6	3	-3	4
CCOC(=O)N/N=C\c1cccc(OC)c1	7	-1	-5	11	-13	5	-2	-3	-8
CCN(CC)S(=O)(=O)c1ccc(N2CCCC2)c(NC(=O)C2=NN(c3ccccc3)C(=O)CC2)c1	2	14	3	4	-2	3	3	28	nt
COc1ccc(/C=N/NC(=O)Cn2cnc3ccccc3c2=O)cc1OC	-4	-2	4	4	-4	1	1	-11	-15
COc1ccc2cc(CN(CCc3ccccc3)Cc3nnnn3Cc3ccco3)c(=O)[nH]c2c1	-3	6	-11	-4	5	1	-13	-11	6
O=C(CSCc1ccc(Cl)cc1)N/N=C/c1ccc(OCC(=O)Nc2ccccc2)cc1	-5	-2	-2	-13	8	0	-3	-11	52*
CC1(C)CC(=O)C2=C(C1)OC1=C(C(=O)CC(C)(C)C1)C2c1ccccc1	14	-3	3	3	-4	9	5	14	6
CCN(c1ccccc1)S(=O)(=O)c1ccc(NN)nc1	4	0	1	9	-1	3	-2	12	nt
CCOC(=O)c1c(/N=C/c2cc(OC)cc([N+](=O)[O-])c2O)sc(C)c1C	-9	12	-1	-5	0	1	1	8	-6
COC(=O)[C@@]1(C)[C@H]2C(=O)N(C)C(=O)[C@H]2[C@H]2CN=C(SC)N21	-5	-7	nt	11	nt	2	nt	nt	nt
Cc1ccc2sc(N3CCN(CCNC(=O)c4ccco4)CC3)nc2c1C	10	-2	-2	10	-3	2	-6	-4	-11
Cc1ccc(/C=C/c2nc3ccccc3c(=O)n2CCc2ccccc2)cc1	-12	5	-4	-2	-1	-2	2	15	2
CN(C)c1ccnc(Oc2ccc(Cl)cc2)c1C#N	-5	2	1	0	-1	-5	6	0	6
CC(NC(=O)c1ccc(N2CCCC2=O)cc1)c1ccccc1 (stereo not given)	2	0	-4	4	9	6	1	19	-2
CN1CCN(S(=O)(=O)c2cnccc2N2CCN(c3cccc(Cl)c3)CC2)CC1	-4	-5	-3	-11	0	2	3	10	2

Remaining list, next part
SMILES	PAFAH2 inh	pPAFAH inh	LYPLA1 inh	PAFAH1B3 FP inh	ZTA DNA inh	PAFAH1B2 FP inh	LYPLA2 inh	PREPL inhibitor	EBNA-1 inh
Cc1cc(C)c(Nc2ncnc(N)n2)c(C)c1	4	1	-2	-4	1	3	-1	19	-2
O=C(CSc1nc(-c2ccco2)cc(C(F)(F)F)n1)NCc1cccs1	-3	2	4	2	-1	-5	-1	-14	-3
CC1CCc2c(nc3ncnn3c2N2CCN(c3ccccc3)CC2)C1 (stereo not given)	-1	4	-1	4	-8	0	4	37	1
CCOC(=O)N1CCN(C(=O)c2cn(CC)c3ccc(S(=O)(=O)N4CCC(C)CC4)cc3c2=O)CC1	4	-7	0	2	-10	8	2	1	-15
c1ccc(CCNc2nc(-c3ccncc3)nc3ccccc23)cc1	nt	-6	-16	nt	-4	nt	-16	22	-7
Cc1cc(C(=O)Nc2cc(C)on2)on1	-6	3	0	-2	10	1	5	8	-4
CCN(C(=O)COc1ncnc2ccccc12)C1CCCCC1	2	0	nt	9	nt	6	nt	4	nt
O=S(=O)(Nc1c(O)ccc2ccccc12)c1cccc2ccccc12	32*	12	-1	20	7	6	-6	6	-5
C=CCc1ccccc1OCC(O)CNC1CCCC1 (stereo not given)	0	-3	5	3	-6	4	2	13	8
COc1cc(OC)c(NC(=O)C(=O)CC(=O)c2ccc(C)cc2C)cc1Cl	-5	4	4	4	5	0	0	-4	7
CN(CCC1CCOCC1)C(=O)CC1C(=O)NCCN1Cc1ccoc1 (stereo not given)	2	5	5	2	-17	-2	1	3	-5
CC1CCCCN1C(=O)Cn1c(=O)n(CCC(=O)NCc2ccco2)c(=O)c2sccc21 (stereo not given)	4	5	2	4	7	2	6	8	4
O=C(CSc1ccccc1)Nc1nnc(/C=C/c2ccccc2)s1	0	2	-1	-9	13	3	-1	4	-1
CC(=O)Nc1ccc(NC2(C)C(=O)c3ccccc3C2=O)cc1	7	4	0	-3	9	4	-1	6	0
COc1ccc(-n2nc(C(=O)Nc3nc4ccc(OC)cc4s3)c3ccccc3c2=O)c(OC)c1	nt	0	-2	nt	-3	nt	-1	-5	2
CSc1ccccc1C(=O)N(C)C(c1ccccc1)c1ccccc1	-10	6	2	9	11	4	0	35	2
COc1ccc(C2=NOC(Cn3nc(-c4ccccc4)cc3C(=O)NCc3ccc(C)cc3)C2)cc1 (stereo not given)	-10	-2	nt	5	nt	0	nt	9	nt
O=C(CCC1CCCC1)N1CCN(C(=O)COc2ccccc2)CC1	0	6	9	10	-18	-1	16	22	-2
Cc1ccc(S(=O)(=O)Nc2cc(C)cn(Cc3ccc(F)cc3)c2=O)cc1	-18	5	-5	-10	-4	5	-5	4	-10
CN(C)C(/C=C/Nc1ccccc1F)=C(C#N)C#N	5	-4	-1	4	-3	5	-1	21	6
